BoNT A protease – BoNT/A light chain protease inhibitors, primary screen, biochemical, flow cytometry, MLPCN library; inhibition, % at 10 µM; Botulinum neurotoxin type A light chain protease (Clostridium botulinum A str. ATCC 3502); actives 0.17% (n = 360,000); multiplex microsphere protease substrate cleavage; also: plate controls were buffer without enzyme for full effect and enzyme alone for no effect
TcdB GH inh – TcdB glycohydrolase inhibitors, primary screen, biochemical, single point, plate reader. actives 0.24% (n = 350,000). inhibition, % at 9.99 µM. TcdB glycohydrolase enzymatic assay. Toxin B (Clostridioides difficile), P18177; in the data active = inhibition above about 10%
CCHFV vOTU inh – CCHFV vOTU protease inhibitors, primary screen, biochemical, Pep-AMC substrate, fluorescence | Crimean-Congo hemorrhagic fever virus L polyprotein viral ovarian tumor (vOTU) protease … | AID 651958, 2012 | inhibition, % at 11.5 µM | actives 0.55% (n = 370,000); in the data active = inhibition above about 30%; also: 0% = vehicle wells with enzyme and 100% = no enzyme wells
PfHsp40 rescue – rescue of yeast from PfHsp40 toxicity, primary screen, S. cerevisiae, ATP luminescence; growth rescue, % at 12.5 µM; S. cerevisiae expressing PfHsp40, growth rescue; actives 0.68% (n = 340,000); AID 504582, 2011; in the data active = growth rescue above about 28%, passing the limit was not always enough; inconclusive = no clear call, values can overlap the other calls;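 also: yeast W303a lacking pdr1 and pdr3 grown in galactose medium; growth measured after three days at 30 °C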
PriA SSB inh – inhibitors of Klebsiella pneumoniae PriA binding to SSB C-terminal tail, primary screen, biochemical, AlphaScreen; PriA–SSB C-terminal tail interaction (Klebsiella pneumoniae); AID 1272365, 2023; actives 0.6% (n = 430,000); inhibition, % at 33 µM; AlphaScreen SSBct-PriA binding, biotinylated peptide; in the data active = inhibition mostly above about 37%, no sharp cut-off; inactive = mostly below about 20%;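 also: plate controls were negative control peptide for no effect and reference peptide for full effect; strong numbers were not always called active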
BH1578 lux ind – inducers of Vibrio cholerae quorum light production without autoinducers, primary screen, BH1578 luxS cqsA deficient, single point | V. cholerae BH1578 lux reporter, luminescence, 6 h | activation, % at 18.7 µM | actives 0.16% (n = 350,000) | AID 588436, 2011; in the data active = activation mostly above about 9.7%, no sharp cut-off; inconclusive = no clear call, values can overlap the other calls; inactive = mostly below about 3.7%; also: not every result past the cut was called active; inactives centre near 0; reference of the scale not given here
Anthrax LF inh2 – Bacillus anthracis LF protease inhibitors, primary screen, biochemical, multiplex microsphere, MLPCN library. multiplex microsphere protease cleavage assay. actives 0.12% (n = 360,000). inhibition, % at 10 µM; also: plate controls were buffer without enzyme for full effect and enzyme alone for no effect
Target sequence (P15917 whole entry, looked up): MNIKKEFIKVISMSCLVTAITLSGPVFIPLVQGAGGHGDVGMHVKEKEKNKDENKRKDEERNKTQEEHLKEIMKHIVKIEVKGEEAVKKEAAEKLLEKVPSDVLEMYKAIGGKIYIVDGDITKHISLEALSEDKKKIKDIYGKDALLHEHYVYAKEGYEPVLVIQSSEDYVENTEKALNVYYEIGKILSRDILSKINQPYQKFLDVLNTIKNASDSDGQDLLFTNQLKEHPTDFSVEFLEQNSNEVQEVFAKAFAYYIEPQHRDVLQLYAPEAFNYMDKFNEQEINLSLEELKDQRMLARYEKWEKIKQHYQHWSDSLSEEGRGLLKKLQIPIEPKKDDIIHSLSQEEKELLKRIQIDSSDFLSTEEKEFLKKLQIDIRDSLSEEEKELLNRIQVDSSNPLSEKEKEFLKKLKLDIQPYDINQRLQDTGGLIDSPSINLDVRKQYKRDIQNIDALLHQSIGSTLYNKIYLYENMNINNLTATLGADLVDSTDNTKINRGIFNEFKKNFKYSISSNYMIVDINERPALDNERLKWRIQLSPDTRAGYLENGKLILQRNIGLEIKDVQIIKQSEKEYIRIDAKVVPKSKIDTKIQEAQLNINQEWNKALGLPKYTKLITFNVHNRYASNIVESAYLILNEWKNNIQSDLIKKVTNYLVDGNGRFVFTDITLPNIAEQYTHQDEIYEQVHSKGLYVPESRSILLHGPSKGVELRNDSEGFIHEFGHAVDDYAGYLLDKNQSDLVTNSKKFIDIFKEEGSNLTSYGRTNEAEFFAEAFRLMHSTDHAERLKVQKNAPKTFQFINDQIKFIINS
DUSP3 inh – VHR1 phosphatase inhibitors, primary screen, biochemical, absorbance, uHTS | inhibition, % at 13.3 µM | actives 0.52% (n = 290,000) | AID 1654, 2009 | recombinant VHR phosphatase, pNPP absorbance; in the data active = inhibition above about 50%; also: some compounds called inactive have numbers as strong as hits
Target sequence (P51452 whole entry, looked up): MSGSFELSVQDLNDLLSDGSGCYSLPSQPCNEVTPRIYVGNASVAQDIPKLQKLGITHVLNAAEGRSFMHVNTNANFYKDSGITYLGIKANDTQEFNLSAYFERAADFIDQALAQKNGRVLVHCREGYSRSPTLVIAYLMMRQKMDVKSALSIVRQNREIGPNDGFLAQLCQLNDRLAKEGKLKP
3CLpro inhibitor – SARS-CoV 3CLpro protease inhibitors, primary screen, biochemical, quenched FRET. Replicase polyprotein 1ab (Severe acute respiratory syndrome coronavirus), P0C6X7. recombinant SARS-CoV 3CLpro, quenched FRET peptide cleavage. inhibition, % at 6 µM. actives 0.14% (n = 290,000); in the data active = inhibition above about 12%
Y pestis TopoI – Yersinia pestis topoisomerase I inhibitors, primary screen, biochemical, cleavage product accumulation, plate reader, single point; activity, % at 10 µM; DNA topoisomerase I (Yersinia pestis CO92); actives 0.064% (n = 360,000); Y. pestis Topo-I cleavage product accumulation; in the data active = activity above about 50%, passing the limit was not always enough; inconclusive = no clear call, values can overlap the other calls; also: inactives centre near 2
An asterisk follows results filed as active; i = inactive; ? = inconclusive; . = no result given; & = joins results of further samples. Rule as the data show it, unless noted: active = inhibition above about 30%; inconclusive = no clear call, values can overlap the other calls; inactive = below that. Only part of the results is shown; rates above refer to the full screens.

Start of the data: the first 10 records, ahead of the listing:
SMILES	BoNT A protease	TcdB GH inh	CCHFV vOTU inh	PfHsp40 rescue	PriA SSB inh	BH1578 lux ind	Anthrax LF inh2	DUSP3 inh	3CLpro inhibitor	Y pestis TopoI
COc1ccc(NC(=O)CN2CCC(C(=O)c3ccc(F)cc3)CC2)c(OC)c1	-4.0	2.6	-1	1.5	-3	-0.2	-4	38	-3	20
FC(F)(F)c1ccccc1Cc1c(-c2ccccc2)nc2ccc(Cl)cn12	2.4	2.5	22	.	.	.	1	.	.	.
O=C(CCc1nc2ccccc2c(=O)[nH]1)Nc1cc(Cl)ccc1N1CCCC1	-0.7	0.4	-1	-2.1	8	-2.5	0	.	.	0
COc1ccc(/C=C/C(=O)Nc2cccc(N3CCOCC3)c2)cc1OC	-0.3	.	12	-1.5	5	3.4	-5	7	1	-17
COc1cc(C(=O)Nc2cccc(-c3nnc(-c4ccco4)o3)c2)ccc1OC(C)=O	-0.4	.	17	0.6	11	11	1	13	0	28
Cn1c(=O)c([N+](=O)[O-])c(NCCCn2ccnc2)c2ccccc21	-0.3	-0.1	-1	0.2	-8	-0.5	-4	6	0	-1
CCn1c(=O)c2ccccc2n(CC(=O)NCCC2=CCCCC2)c1=O	0.4	1.6	-3	-0.6	-2	-0.2	-3	23	-4	-9
Cc1ccc(S(=O)(=O)NC(c2ccccc2)C(C)C(=O)n2nc(C)cc2C)cc1 (stereo not drawn)	-0.4	.	12	-0.2	-8	i	-7	12	1	11
CC(C)CNC(=O)C1CCCN(S(=O)(=O)c2ccc(-n3cnnn3)cc2)C1 (stereo not drawn)	-0.6	.	2	-1.3	-16	2.9	-2	10	9	9
O=C(NCc1ccco1)C(c1ccco1)N(Cc1cccs1)C(=O)Cn1nnc2ccccc21 (stereo not drawn)	-0.4	.	9	-1.2	-3	-0.6	-2	-14	14*	19

The listing, from the start:
SMILES	BoNT A protease	TcdB GH inh	CCHFV vOTU inh	PfHsp40 rescue	PriA SSB inh	BH1578 lux ind	Anthrax LF inh2	DUSP3 inh	3CLpro inhibitor	Y pestis TopoI
COc1ccc(NC(=O)CN2CCC(C(=O)c3ccc(F)cc3)CC2)c(OC)c1	-4.0	2.6	-1	1.5	-3	-0.2	-4	38	-3	20
FC(F)(F)c1ccccc1Cc1c(-c2ccccc2)nc2ccc(Cl)cn12	2.4	2.5	22	.	.	.	1	.	.	.
O=C(CCc1nc2ccccc2c(=O)[nH]1)Nc1cc(Cl)ccc1N1CCCC1	-0.7	0.4	-1	-2.1	8	-2.5	0	.	.	0
COc1ccc(/C=C/C(=O)Nc2cccc(N3CCOCC3)c2)cc1OC	-0.3	.	12	-1.5	5	3.4	-5	7	1	-17
COc1cc(C(=O)Nc2cccc(-c3nnc(-c4ccco4)o3)c2)ccc1OC(C)=O	-0.4	.	17	0.6	11	11	1	13	0	28
Cn1c(=O)c([N+](=O)[O-])c(NCCCn2ccnc2)c2ccccc21	-0.3	-0.1	-1	0.2	-8	-0.5	-4	6	0	-1
CCn1c(=O)c2ccccc2n(CC(=O)NCCC2=CCCCC2)c1=O	0.4	1.6	-3	-0.6	-2	-0.2	-3	23	-4	-9
Cc1ccc(S(=O)(=O)NC(c2ccccc2)C(C)C(=O)n2nc(C)cc2C)cc1 (stereo not drawn)	-0.4	.	12	-0.2	-8	i	-7	12	1	11
CC(C)CNC(=O)C1CCCN(S(=O)(=O)c2ccc(-n3cnnn3)cc2)C1 (stereo not drawn)	-0.6	.	2	-1.3	-16	2.9	-2	10	9	9
O=C(NCc1ccco1)C(c1ccco1)N(Cc1cccs1)C(=O)Cn1nnc2ccccc21 (stereo not drawn)	-0.4	.	9	-1.2	-3	-0.6	-2	-14	14*	19
Nc1c(Br)cc(Br)cc1CNC1CCC(O)CC1 (stereo not drawn)	-0.4&-0.3	1.8&0.9	-2&4	0.0&-0.6	-2	1.4	4&-2	6	-4	-6&2
CCOc1ccc(N2C(=O)C3C(C2=O)C3(c2ccccc2)c2ccccc2)cc1 (stereo not drawn)	0.0	1.8	3	0.5	-13	-0.3	0	2	2	-12
CC1CCc2sc(C(=O)N/N=C/c3ccc(O)cc3)cc2C1 (stereo not drawn)	0.9	2.1	11	1.3	.	i	-14	10	-1	-1
CC1(C)CC(CCN)(Cc2ccccc2Cl)CCO1 (stereo not drawn)	.	0.2	1	-1.3	3	-0.2	.	21	-2	2
Cn1c(N)c(C(=O)COC(=O)c2cc(C3CC3)nc3ccccc23)c(=O)n(Cc2ccccc2)c1=O	0.6	0.8	1	-0.7	6	i	1	5	5	8
CC(OC(=O)C1CC1)C(=O)Nc1ccc([N+](=O)[O-])cc1Cl (stereo not drawn)	0.9	2.1	12	-0.3	1	i	4	9	0	-14
O=C(CSc1nnnn1-c1ccccc1)Nc1ccccc1	2.8	0.2	6	0.0	-11	-0.3	6	-8	0	0
CC1CC(C)CN(S(=O)(=O)c2ccc(NC(=O)C3CC(=O)N(Cc4ccccc4)C3)cc2)C1 (stereo not drawn)	1.2	0.2	1	3.0	-7	-1.1	1	10	10	15
CCOc1nc(-c2ccccc2Cl)nc2ccccc12	.	-0.1	3	2.4	-9	-0.4	.	21	-5	5
CC1CN(C(=O)COC(=O)c2ccc(Cl)nc2)CC(C)O1 (stereo not drawn)	-0.4	-1.7	-19	-1.0	1	-0.9	0	22	2	10
CCOc1ccc(C(=O)NCCn2cc(SCC(=O)Nc3cc(C)on3)c3ccccc32)cc1	-0.9	.	2	1.2	-24	-0.7	-3	33	3	5
COc1ccccc1C1(O)C(=O)Nc2ccc(C)cc21 (stereo not drawn)	-0.5	0.3	-16	-1.0	2	i	1	.	2	10
CC1(C)CC(CCNC(=O)CCl)(c2ccccc2)CCO1 (stereo not drawn)	0.2	0.8	10	3.6	2	-3.3	0	-3	7	4
Cn1c(CNC(=O)OC(C)(C)C)nnc1SCC(=O)N1CCOCC1	-1.0	1.1	-10	-0.4	-15	i	2	1	1	3
O=[N+]([O-])c1cccc(S(=O)(=O)c2ccc(N3CCCCC3)c([N+](=O)[O-])c2)c1	-0.7	-0.7	-4	4.8	13	-0.4	-4	37	3	14
CCC(C)NC(=O)c1ccc(N2CCC3(CC2)OCCO3)c([N+](=O)[O-])c1 (stereo not drawn)	-0.2	.	-11	0.3	-9	-0.4	-2	29	5	-7
COc1ccc(-c2csc(NC(=S)NC(=O)/C=C/c3ccc(C(C)C)cc3)n2)cc1OC	0.8	-0.1	12	-0.8	-14	-0.2	-2	31	3	-1
Cn1c(SCC(=O)Nc2sccc2C(N)=O)nnc1-c1ccncc1	-1.0	0.9	-1	-0.5	-6	1.3	9	5	0	-1
N#C/C(Cn1c[n+](NC(=O)Nc2ccccc2)cn1)=N/O	-0.9	.	-8	-0.1	.	-0.2	-8	15	-8	-3
CC1CN(CC(O)COc2ccccc2C(C)(C)C)CC(C)O1 (stereo not drawn)	0.6	.	13	-0.2	2	4.8	0	-2	-4	23
O=C(NNS(=O)(=O)c1ccccc1C(F)(F)F)c1cccc(S(=O)(=O)Nc2ccccc2Cl)c1	-0.6	.	0	-0.5	-4	-0.3	0	-10	5	-5
O=C(CN1CCN(c2ccc(O)cc2)CC1)NC1CCCc2ccccc21 (stereo not drawn)	.	-0.1	8	.	.	.	.	-14	6	.
O=C(NCCCn1ccnc1)c1nc(Cn2ccc([N+](=O)[O-])n2)no1	-1.1	0.6	13	-1.1	-8	-0.3	-1	16	-5	3
COc1ccc(NC(=O)c2cn(C)c(=O)c3cc(OC)c(OC)cc23)cc1OC	-1.0	0.9	17	-1.0	7	i	5	-13	-6	3
CCN1c2ccccc2NC2N=C(OC)C(c3ccccc3)C21 (stereo not drawn)	?	.	.	-1.9	54*	i	0	-5	2	-3
COc1ccc(OC)c(NC(=O)c2ccc(NS(C)(=O)=O)cc2)c1	-0.3	.	3	-0.1	0	-0.4	-4	-21	0	6
N/C(COc1ncn(-c2ccccc2)n1)=N\S(=O)(=O)c1ccccc1	-0.2	1.0	-7	-0.6	.	-0.2	-1	3	-4	3
Cc1cc(C)n(CCCNC(=O)Cn2nnnc2CN2C[C@@H](C)O[C@@H](C)C2)n1	0.6	1.9	-1	-0.3	1	-0.6	0	39	-1	0
NC(=O)c1nn(-c2ccccc2)nc1NC(=O)CN1CCCCC1	0.3	.	-2	-0.2	-5	-0.2	0	29	-3	-10
COc1cccc(C2C(C(=O)c3ccc(C)o3)=C(O)C(=O)N2CCN2CCOCC2)c1 (stereo not drawn)	0.5	-0.7	5	-1.2	-1	-2.3	-1	5	-2	-1
CC1Cc2ccccc2N1C(=O)c1ccc2c(c1)OCO2 (stereo not drawn)	2.1	-0.3	8	-1.3	-2	-3.4	1	-11	4	5
COc1ccc2cc3cc(C(=O)Nc4ccc5c(c4)OCO5)oc3nc2c1	-1.4	.	12	-1.2	-4	-6.7	0	39	5	2
CCCn1nnnc1NCc1ccc(N(CC)CC)cc1	-4.5	-1.1	0	-2.4	4	.	3	-16	1	-3
CC(C)(C)c1cc(C(=O)N/N=C/c2ccc(O)cc2)n(-c2ccccc2)n1	-1.1	.	-2	-0.5	.	2.5	-4	-10	-1	3
COc1ccc(NC(=O)c2ccccc2-c2ccc(C(F)(F)F)cc2)cc1S(=O)(=O)N1CCOCC1	-0.8	0.9	-15	1.2	7	2.8	-2	-10	2	7
O=C(CSc1nnnn1-c1ccccc1)Nc1ccc(Cl)cn1	0.3	.	-6	0.9	-4	0.7	4	-11	4	35
Cc1ccc(C(C(=O)NC2CCCCC2)N(Cc2cccnc2)C(=O)c2csnn2)cc1 (stereo not drawn)	1.7	0.0	6	-1.2	-12	0.1	0	19	-3	-1
CCOC(=O)c1sc(SCC(=O)Nc2ccc(N(C)C)cc2)nc1N	0.1	.	11	0.1	18	-3.6	1	8	1	5
Nc1nc(N)c2cc(CNc3ccc(Cl)c(Cl)c3)ccc2n1	-1.3	1.4	11	.	.	i	-9	.	.	-22
COc1ccc(C2=NN(C(=O)CSc3ncccn3)C(c3cccc(OC)c3OC)C2)cc1 (stereo not drawn)	-0.1	1.8	-3	17	-9	i	-1	26	0	25
COc1ccc(C(=O)Oc2cc(N)n(S(=O)(=O)c3ccccc3)n2)cc1	0.4	1.1	9	-1.7	-9	-0.3	2	15	7	-5
O=C(Cn1cnc2c(oc3ccccc32)c1=O)N1CCCc2ccccc21	-0.5	.	12	0.4	-1	-0.1	0	-20	0	-2

Compound activity: PubChem BioAssay, several laboratories
